# Screens deposited in PubChem by several laboratories.
# A340 absorber: compound light absorbance at 340 nm, profiling panel, artefact control, biochemical, MLSMR library, data from PS, PMK, MK assays; compound absorbance at 340 nm, fold over control; fold change at 10 µM; 65,000 tested, under 10 active;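 active = at 10 µM dose, initial 340 nm absorbance at least 2 fold that of control wells; inactive = change under 2 fold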;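 note: initial absorbance extrapolated from kinetic A340 decline of NADH oxidation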
# FXIa inh mix: FXIa protease inhibitors in compound pools, primary screen, biochemical, 10-compound mixtures. AID 680, 2007. purified FXIa, fluorogenic substrate, pooled mixtures. 0.19% of 62,000 active. Coagulation factor XI (Homo sapiens), P03951. inhibition, % at 5 µM;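 note: each value is inhibition by a whole ten-compound pool holding the compound; 0% = enzyme with no mixture and 100% = wells lacking enzyme; strong numbers were not always called active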
# Target sequence (P03951 19-387 limits assumed): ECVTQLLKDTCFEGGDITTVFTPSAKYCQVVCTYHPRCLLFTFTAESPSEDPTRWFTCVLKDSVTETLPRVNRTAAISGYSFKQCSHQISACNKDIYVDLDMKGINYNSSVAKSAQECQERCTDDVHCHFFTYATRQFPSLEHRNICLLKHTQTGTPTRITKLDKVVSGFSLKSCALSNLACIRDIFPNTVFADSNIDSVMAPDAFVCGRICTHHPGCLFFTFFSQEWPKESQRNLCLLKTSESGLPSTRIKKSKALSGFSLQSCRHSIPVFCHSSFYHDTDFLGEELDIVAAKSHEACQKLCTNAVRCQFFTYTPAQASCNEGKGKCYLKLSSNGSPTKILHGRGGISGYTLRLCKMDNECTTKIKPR
# Target sequence (P03951 388-625 limits assumed): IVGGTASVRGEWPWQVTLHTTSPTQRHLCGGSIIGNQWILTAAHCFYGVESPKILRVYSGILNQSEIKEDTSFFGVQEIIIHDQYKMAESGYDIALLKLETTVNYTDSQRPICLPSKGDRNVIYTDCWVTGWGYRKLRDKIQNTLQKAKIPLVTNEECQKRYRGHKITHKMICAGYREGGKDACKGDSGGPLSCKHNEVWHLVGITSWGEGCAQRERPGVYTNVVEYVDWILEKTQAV
# C1s inh: complement C1s protease inhibitors, primary screen, biochemical, 10-compound mixtures; purified C1s, fluorogenic AMC substrate, pooled mixtures; Complement C1s subcomponent (Homo sapiens), P09871; 0.16% of 62,000 active; mean inhibition % of two 10-compound mixtures (active compounds read high), % at 5 µM (by protocol);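 active = inhibition above 20% in each of the two 10-compound mixture wells holding the compound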;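 note: 0% = enzyme wells lacking compound mixture and 100% = no-enzyme blank wells; some compounds called inactive have numbers as strong as hits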
# CatL block: inhibitors of human cathepsin L, biochemical. Procathepsin L (Homo sapiens), P07711. purified cathepsin L, fluorogenic substrate, fluorescence. inhibition, %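 (tested at 10 µM)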. 0.17% of 58,000 active; in the data active = inhibition above about 45%;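 note: 0% = enzyme with no compound and 100% = no enzyme blank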
# FXIIa mix inh: human factor XIIa inhibitors, primary screen, biochemical, pooled compound mixtures, fluorogenic substrate | inhibition, % at 5 µM | purified FXIIa | Coagulation factor XII (Homo sapiens), P00748 | AID 684, 2007 | 0.2% of 62,000 active;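 note: 0% = enzyme without compound and 100% = no enzyme blank; some results filed as inactive read as strong as hits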
# CatG inh: human cathepsin G inhibitors, primary screen, biochemical, pooled compound mixtures, AMC fluorescence. P08311. purified enzyme, AMC-tetrapeptide fluorescence. inhibition, % at 5 µM (by protocol). 0.2% of 62,000 active. AID 581, 2007;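 active = inhibition above 20% in each of the two mixture wells holding the compound; inactive = inhibition of 20% or less in either well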;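 note: 0% = enzyme control without mixture and 100% = blank lacking enzyme; strong numbers were not always called active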
# Target sequence (P08311 21-244 limits assumed): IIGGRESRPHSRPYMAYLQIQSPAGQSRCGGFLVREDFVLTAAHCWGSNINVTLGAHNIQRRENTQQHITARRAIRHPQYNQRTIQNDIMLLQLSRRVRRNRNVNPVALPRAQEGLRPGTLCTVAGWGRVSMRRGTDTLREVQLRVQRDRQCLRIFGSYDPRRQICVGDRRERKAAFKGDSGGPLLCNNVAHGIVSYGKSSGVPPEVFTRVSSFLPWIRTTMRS
# CatB mixtures: cathepsin B inhibitors from pooled compounds, primary screen, biochemical, compound mixtures, AMC fluorescence | inhibition, %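 (ten-compound pools at 5 µM per compound and 50 µM total)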 | Purified cathepsin B, AMC dipeptide fluorescence | 0.06% of 62,000 active; in the data active = inhibition above about 22%, passing the limit was not always enough;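 note: 0% = enzyme without compound and 100% = no enzyme blank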
# CatB inh: human cathepsin B inhibitors, primary screen, biochemical, fluorogenic substrate; P07858; purified cathepsin B, fluorescence; inhibition, %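 (tested at 10 µM)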; 0.1% of 63,000 active; in the data active = inhibition above about 21%;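 note: 0% = enzyme with no compound and 100% = no enzyme blank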
# CatS inh: inhibitors of human cathepsin S, biochemical, compound mixtures | AID 501, 2006 | recombinant cathepsin S, AMC dipeptide fluorescence, pooled mixtures | inhibition, %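 (tested at 5 µM per compound within 10-compound mixtures)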 | 0.06% of 62,000 active; in the data active = inhibition above about 32%, passing the limit was not always enough;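 note: 0% = enzyme without compound and 100% = blank without enzyme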
# Target sequence (P25774 115-331 limits assumed): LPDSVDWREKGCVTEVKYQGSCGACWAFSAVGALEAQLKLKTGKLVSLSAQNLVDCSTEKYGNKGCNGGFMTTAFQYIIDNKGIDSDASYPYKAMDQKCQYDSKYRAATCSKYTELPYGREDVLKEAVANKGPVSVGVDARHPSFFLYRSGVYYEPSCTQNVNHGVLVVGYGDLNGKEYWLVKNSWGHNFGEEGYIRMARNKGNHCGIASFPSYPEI
# * hit, by the source's call; nt = no result given. Cut-off read from the data, not from the text of the source, unless noted: active = inhibition above about 20% (passing the limit was not always enough); inactive = the rest. Only part of the results is shown. The share of hits here may be higher or lower than overall.
SMILES,A340 absorber,FXIa inh mix,C1s inh,CatL block,FXIIa mix inh,CatG inh,CatB mixtures,CatB inh,CatS inh
O=C1NC(=O)C2(Cc3ccccc3N3CCCC32)C(=O)N1c1ccc(Cl)cc1 (stereo not given),1,2.5,14.2,5.2,-11.2,13.9,2.2,2.9,8.7
CCOC(=O)C1C2NC(=O)N(Cc3ccccc3)C1(C)Oc1c(OC)cccc12 (stereo not given),1,2.8,17.7,12.6,6.4,9.9,6.8,3.8,16.5
CN1CC[C@@]23CCCC[C@@H]2[C@@H]1Cc1ccc(O)cc13,0.98,0.8,-1.6,3.2,5.7,-6.4,2.5,2.5,-19.1
Cc1cc(Br)ccc1N1C(=O)CC(=O)NC1=O,1.04,-2.3,-1.8,nt,5.3,2.4,-4.5,-6.8,2.9
Cc1nn(Cc2ccccc2)c(C)c1C(=O)OCC(=O)Nc1ccccc1SCC#N,1.02,0.1,-17.8,-1.2,7.0,-1.5,2.6,-3.2,0.7
C=CCn1c(O)c(C(C)=NCCN2CCOCC2)c(=O)[nH]c1=O,1.03,-1.4,-5.5,1.4,16.4,8.7,-5.2,1.7,-4.1
O=C(CCCOc1ccc(Cl)cc1Cl)N1CCC2(CC1)OCCO2,1,7.3,1.7,2.4,7.3,2.3,7.6,-2.9,7.9
Cc1cc(NC(=O)CCC(=O)N2CCC3(CC2)OCCO3)no1,1.02,5.3,0.7,-9.2,-12.9,-0.9,4.0,-5.2,-2.6
Cc1c2cnn(CC(=O)N3CCC4(CC3)OCCO4)c(=O)c2c(C)n1Cc1ccc(F)cc1,1.02,2.2,-12.8,2.2,4.9,0.7,-2.8,0.5,8.6
O=c1[nH]c(=O)n(CCC2=CCCCC2)c(O)c1C=NC1CCN(Cc2ccccc2)CC1,1.06,2.8,0.1,-2.9,9.9,-6.0,1.7,-4.9,3.2
CC(=O)c1cccc(OCC(O)CN2CC=C(c3ccccc3)CC2)c1 (stereo not given),1.06,6.6,10.6,-1.9,2.3,7.6,6.5,1.6,-7.7
Cc1nc2ccccc2c(=O)n1-c1cccnc1,0.99,3.2,2.3,-2.9,2.4,-1.5,-0.3,-0.9,-1.7
CC12CN3CC(C)(CN(C1)C3c1ccco1)C2=O (stereo not given),1.04,6.2,3.2,1.7,2.5,7.7,3.5,nt,-3.9
O=P(O)(O)/C=C(\Cl)c1ccccc1,1.04,-0.7,-14.9,-0.6,1.0,6.7,-5.3,2.2,-4.4
O/N=C1\CCC2CN(C3CCCCC3)CC2C1 (stereo not given),1.02,-2.6,-29.1,1.2,2.2,6.4,1.2,5.1,-7.8
O/N=C1/C(=C\c2ccccc2)N2CCC1CC2,1.02,18.6,14.0,3.6,1.3,43.7,0.6,-4.7,3.0
CC1OC(NCCc2ccccc2)C(O)C(O)C1O (stereo not given),0.97,-6.5,-5.0,13.1,8.0,-1.1,-5.7,0.2,0.8
CC(C)C12CN3CCN(CC(C3)C1O)C2 (stereo not given),1.04,-1.4,-28.2,nt,9.0,5.3,-0.2,0.2,-7.2
COc1ccc(C2NCc3ccc4c(c3-n3cccc32)OCO4)cc1O (stereo not given),0.99,-1.8,2.6,24.3,19.0,5.8,-6.9,2.1,-1.9
O=S(=O)(c1ccccc1)N1CN2CCN(C2)C1,0.97,1.4,-9.9,-0.2,5.0,-13.6,1.6,1.2,-5.3
CC(Cc1ccccc1)[n+]1cc(/N=C(\N)[O-])on1 (stereo not given),1.09,4.3,-0.4,-7.1,4.7,-0.9,41.4,1.3,40.3
O/N=C/c1c[nH]c2ccccc12,1.03,-3.2,-9.5,-5.5,2.2,6.2,2.6,-0.2,-0.4
COc1ccc(S(=O)(=O)Cc2ccc(C(=O)N3CCC4(CC3)OCCO4)o2)cc1,0.99,2.9,-34.4,11.6,2.3,1.4,6.9,-3.2,3.8
COc1ccc(N2C(=O)CC(N3CC=C(c4ccccc4)CC3)C2=O)cc1 (stereo not given),1.04,4.6,1.5,-1.2,16.6,0.1,4.9,-4.8,-0.6
CN1C(=O)C(Cc2ccc3c(c2)OCO3)C(=O)N(C)C1=O,1.04,9.8,4.4,24.9,-23.5,9.1,0.8,4.2,-1.3
CCN(CC)CCCN=C(C)c1c(O)n(-c2ccc(C)cc2)c(=O)[nH]c1=O,1.04,6.7,4.9,-14.4,3.9,0.6,1.9,-4.4,-4.3
O=C1OCCN1P(=O)(c1ccccc1)c1ccccc1,0.97,5.6,-1.1,nt,-6.0,0.2,1.5,6.1,7.5
CC(=NCCCN1CCOCC1)c1c(O)n(Cc2ccccc2)c(=O)[nH]c1=O,1.02,7.3,-23.3,3.9,-19.0,1.4,-3.7,-1.6,-6.2
CNP(=S)(NC)OCCOc1ccc(OC)cc1,1.03,-1.5,-35.0,18.3,3.5,-11.6,3.0,8.1,24.2
CCSc1nnc([C@@H](N)Cc2c[nH]c3ccccc23)o1,1.02,4.5,-4.5,-4.8,-5.1,0.3,-4.0,-2.4,3.0
CC12CCCCC1=[N+]([O-])CN2O (stereo not given),1.01,-0.3,-9.3,-1.8,-15.6,-5.8,6.0,11.0,12.5
N#Cc1ccccc1Cn1cc(C(=O)c2ccco2)c2ccccc21,1.03,6.8,18.6,-4.5,-10.1,11.8,4.4,5.0,-1.6
Nc1c(C(=O)OC2CCCCC2)c2nc3ccccc3nc2n1CC1CCCO1 (stereo not given),1.05,-18.7,-66.2,-348.5,0.9,-5.2,-9.5,-1.1,4.6
COC(=O)C(c1ccccc1)N1CCCCCC1 (stereo not given),1.01,8.5,-12.2,0.8,5.5,8.8,2.1,3.9,-6.3
CSc1ccc(CNC2CN3CCC2CC3)cc1 (stereo not given),1,-10.0,-53.6,-2.7,5.4,0.9,-7.6,0.7,-7.1
CCN(CC)C(=O)c1ccc(NC(=O)Cn2nc(C)c3ccccc3c2=O)cc1,1.09,3.4,-9.6,nt,-0.3,6.3,2.8,1.3,8.8

# Some of these compounds in order of SMILES length, descending.
SMILES,A340 absorber,FXIa inh mix,C1s inh,CatL block,FXIIa mix inh,CatG inh,CatB mixtures,CatB inh,CatS inh
CN1C(=O)C(Cc2ccc3c(c2)OCO3)C(=O)N(C)C1=O,1.04,9.8,4.4,24.9,-23.5,9.1,0.8,4.2,-1.3
O=C1OCCN1P(=O)(c1ccccc1)c1ccccc1,0.97,5.6,-1.1,nt,-6.0,0.2,1.5,6.1,7.5
COC(=O)C(c1ccccc1)N1CCCCCC1 (stereo not given),1.01,8.5,-12.2,0.8,5.5,8.8,2.1,3.9,-6.3

# The listing continues:
SMILES,A340 absorber,FXIa inh mix,C1s inh,CatL block,FXIIa mix inh,CatG inh,CatB mixtures,CatB inh,CatS inh
CCCCOC(=O)COc1cc(C)cc2oc(=O)c3c(c12)CCC3,1.05,8.8,-25.8,-0.9,0.5,-3.1,5.3,-1.6,0.2
Cc1ccc(S(=O)(=O)N2CCCC(C(=O)N3CCC4(CC3)OCCO4)C2)cc1 (stereo not given),0.99,3.1,6.1,-13.5,0.0,10.7,5.6,4.2,-4.1
O=C(CN1CCOCC1)c1ccc2cc[nH]c2c1,1.09,1.2,-16.3,-10.8,6.5,-1.2,-2.1,-2.2,-5.1
CCOC(=O)[C@@]1(C#N)[C@@H]2C=CC(C(N)=O)=CN2[C@@H](C(N)=O)[C@@H]1c1cccc(Cl)c1,1.06,6.9,-5.4,-10.9,-15.7,1.2,0.2,1.8,16.1
Cc1ccc(C)c(NC2=NCCCS2)c1,1.01,2.1,15.7,7.2,9.8,-2.4,1.2,1.6,-6.6
CCC(=Nc1ccc(OC)cc1OC)c1c(O)n(C2CCCCC2)c(=O)[nH]c1=O,1.05,5.4,-1.8,11.6,4.1,1.2,0.4,0.0,14.8
CC1(C)CC(n2[nH]c(=O)c3c2NC(=O)CSC3c2ccc(F)cc2)CCO1 (stereo not given),1.08,7.4,-30.1,-5.5,1.0,-2.0,5.2,5.3,31.0
O=C(CN1CC=C(c2ccccc2)CC1)NC(=O)NCc1ccco1,1.02,12.4,0.7,-3.1,12.3,-0.1,2.3,3.9,4.2
CCn1c(=O)cc(OCC(=O)N2CCN(Cc3ccc4c(c3)OCO4)CC2)c2ccccc21,1.01,2.0,1.8,-4.5,-16.6,0.1,-3.2,-4.8,-0.9
NC1CCCCC1N=Cc1c(O)n(Cc2ccc(F)cc2)c(=O)[nH]c1=O (stereo not given),0.99,-5.4,4.9,-12.8,1.8,4.2,-3.2,1.2,-1.5
COC(=O)CCCNC(=O)CN1CC(c2ccccc2)CC1=O (stereo not given),1,0.4,1.6,-1.2,13.7,-3.5,0.5,-2.4,-3.8
CC(C)=CCSc1nnc([C@@H](N)Cc2c[nH]c3ccccc23)o1,0.99,1.0,11.4,7.8,2.6,-2.3,8.0,10.0,11.1
Cc1ccc2nc(N3CCC(C(=O)N4CCC5(CC4)OCCO5)CC3)sc2c1,0.99,5.7,1.3,-2.0,-2.6,-2.7,1.8,0.7,-3.6
COc1cc(C2NCc3ccccc3-n3cccc32)ccc1O (stereo not given),1,1.9,1.3,30.0,3.4,3.6,4.5,8.1,17.8
COc1ccccc1OCCCn1cc(C(=O)c2ccco2)c2ccccc21,1.03,-4.9,-3.6,1.4,8.4,-6.3,4.7,3.9,-7.0
O=C(c1ccc(CS(=O)(=O)c2ccc(Br)cc2)o1)N1CCC2(CC1)OCCO2,0.99,0.5,-1.6,10.7,3.8,10.6,4.9,4.5,2.7
O=C(NCc1ccc(C(=O)N2CCC3(CC2)OCCO3)cc1)c1ccc2c(c1)OCO2,1.01,5.0,5.9,1.4,-19.2,7.0,2.0,4.8,-3.4
CCC(=NC1CC1)c1c(O)n(-c2ccc(OC)cc2)c(=O)[nH]c1=O,1.05,-18.9,-71.1,0.2,2.5,-17.3,-12.7,0.0,-13.9
CN1CCC2(CC1)NC(=O)C1=C(CN(C)CC1)N2,1.03,2.2,12.9,15.3,3.1,12.0,0.6,0.6,2.6
Cc1cc(OCC(=O)Nc2c(C)n(C)n(-c3ccccc3)c2=O)c2c3c(c(=O)oc2c1)CCC3,1.1,6.2,-42.8,31.6,3.1,-3.3,-4.4,5.3,7.1
COc1ccccc1/C=C1/C(=N/O)C2CCN1CC2,1,3.8,-1.6,8.2,10.2,3.2,3.1,-3.2,-11.1
CC(C)OC(=O)c1c(N)n(CC2CCCO2)c2nc3ccccc3nc12 (stereo not given),1.03,-18.7,-71.7,-213.1,-5.5,-14.4,-13.7,-2.7,-18.1
COc1cc(CC2C(=O)N(C)C(=O)N(C)C2=O)ccc1OCc1ccccc1,1.02,0.8,-8.5,5.7,11.3,-1.6,2.2,-3.2,10.1
CCCCn1c(NC(=O)c2ccco2)c(C(=O)OCC)c2nc3ccccc3nc21,1.14,-1.1,-39.6,-96.4,3.3,-5.5,2.9,-5.7,-6.9
COCCOC(=O)c1c(C)oc2ccc(OC(=O)N(C)C)cc12,1.03,7.1,12.5,7.8,7.8,8.6,-0.8,2.4,-4.8
CCc1cc2c(s1)NC(=O)CN=C2c1cccs1,1.02,8.2,-11.8,9.9,12.3,1.7,-2.1,0.9,21.6
CCOC(=O)c1cn2nc(OP(=S)(OCC)OCC)cc2nc1C,1.04,5.3,-14.2,nt,2.3,-3.7,-2.8,1.6,-5.2
CC[C@@H](CO)NC(=O)[C@@H]1C=C2c3cccc4c3c(cn4C)C[C@H]2N(C)C1,1,4.7,-2.1,-319.9,2.6,12.2,3.4,nt,6.0
Cc1ccc2nsnc2c1-n1c(C)nc2ccccc2c1=O,1,2.3,0.6,5.3,0.8,-2.9,1.4,2.1,2.0
Cc1nc2cc(C(F)(F)F)ccc2n1C1CCN(Cc2nnnn2Cc2ccc3c(c2)OCO3)CC1,1.02,7.6,4.0,-8.5,5.2,1.3,3.9,-1.8,8.8
CCOc1ccccc1-n1c(O)c(C=NCCCN(CC)CC)c(=O)[nH]c1=O,1,-5.8,-25.0,8.3,-2.3,-12.9,3.8,5.6,23.6
